From PubChem BioAssay
Pf apPOL block: Pf-apPOL DNA polymerase inhibition | Recombinant Pf-apPOL, molecular beacon fluorescence, 1.5 h | hit rate 0.25% among 210,000 | AID 1794808 | inhibition, % at 10 µM
mHTT-CaM PPI inh: mHTT-calmodulin interaction abrogation. P42858. AlphaScreen His-mHTT/GST-CaM binding, luminescence. inhibition, % at 15 µM. hit rate 3.6% among 190,000;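 note: 0% = both proteins with DMSO and 100% = one protein alone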
Numbers without * were called inactive; . = not tested or not shown; & = joins results of further samples. Cut-off read from the data, not from the text of the source: active = inhibition above about 50%; inactive = the rest.

SMILES	Pf apPOL block	mHTT-CaM PPI inh
CC(C)C(=O)NCc1csc(C2CCCN(C(=O)c3c(F)cccc3Cl)C2)n1 (configuration not stated)	-4	-7
CN(C)c1ccc(C(=O)N2CCc3c(c(-c4nc(-c5ccc(F)cc5)no4)nn3C)C2)cc1	0	5
O=[N+]([O-])c1ccc(O)c(C2Oc3ccccc3C3CC(c4cccs4)=NN32)c1 (configuration not stated)	3	62*
COc1ccc(-c2c(C)n[nH]c2C)c(C(=O)O)c1	-5&-1	.
Cc1cccn2cc(C(=O)NCc3ccc(N(C)C)cc3)nc12	-2	2
COc1ccc(NC(=O)C2CCCN(c3cnn(C)c(=O)c3)C2)c(C)c1 (configuration not stated)	-1	5
O=C1CN=C2c3ccccc3N=C(SCc3ccc(F)cc3)N12	-2	7
CCN(CC)c1ccc2cc(C(=O)NC(C)=O)c(=Nc3ccc(F)c(Cl)c3)oc2c1	0	-4
COc1cc(OC)c(-n2cc(-c3ccc(Cl)cc3)[nH]c2=O)cc1Cl	5	14
Cc1cc(C)n(-c2cccc(C(=O)O)c2)n1	-2	-2
Cc1c(C(c2ccccc2)c2ccccc2)c(=O)n(-c2ccccc2)n1C	-2	7
CC(C)C(=O)NC1C2CC3CC(C2)CC1C3 (configuration not stated)	0	0
CC(=O)N1c2ccccc2NC2=C(C(=O)CC(c3ccccc3F)C2)C1c1ccc(C)cc1 (configuration not stated)	0	43
O=C(CSc1ccc(-c2ccccn2)nn1)c1ccc([N+](=O)[O-])cc1	2	100*
O=C(CN1C(=O)NC2(CCCCC2)C1=O)NCc1ccccc1Cl	-8	-5
COc1ccc(-n2ccn3cc(-c4ccccc4)nc3c2=O)cc1Cl	0	-4
Cc1sc2ccn(C)c(=O)c2c1C(=O)N1CCN(C(C)C)CC1	2	5
O=C(NCCCS(=O)(=O)N1CCN(c2ccccc2F)CC1)C1CCCCC1	-3	3
CCC(C)NC(=O)c1cc(-c2ccc(F)cc2)on1 (configuration not stated)	-2	-7
Cc1ccc(S(=O)(=O)N(CC(=O)NCc2ccncc2)c2ccc(F)cc2)cc1	-4	8
CCCC(NS(=O)(=O)c1ccccc1)C(=O)O (configuration not stated)	10	-1
CC(C)NC(=O)C1CCN(c2nc3cc(Cl)ccc3s2)CC1	-12	-3
N#CC1=CN(c2ccccc2)c2cc(Cl)ccc2S1(=O)=O	3	-4
CSc1nc(-c2ccc(Cl)cc2)nc(SC)c1Cl	2	.
Cc1ccc(S(=O)(=O)N2CCC(n3cnc4ccc(C)cc4c3=O)CC2)c(C)c1	0	-9
Cc1nc2c(C(=O)NC3CCCCC3)cnn2c(C)c1Cc1cccc(Cl)c1	12	61*
Cc1cccc2sc(N(CCCN(C)C)C(=O)c3ccccc3Br)nc12	-4	96*
COc1ccccc1NCN1C(=O)c2ccc(Br)cc2C1=O	3	13
COc1cccc2c1OC1(C)CC2/C(=C(\C)O)C(=O)N1 (configuration not stated)	-10	-3
CCC(=O)N1CCN(c2ccc(F)cc2[N+](=O)[O-])CC1	16	4
CC1(C)C(=O)C2(CCCCC2)C(=O)OC1c1ccccc1 (configuration not stated)	-6	-16
COCCc1noc(COC2CCN(C(=O)c3cc(C)[nH]n3)CC2)n1	-3	-1
O=C(c1cc(F)ccc1Cl)N1CCc2nc(-c3ccccc3)ncc2C1	0	19
O=C(NCCCN1CCOCC1)C1CCCN(c2ncc(-c3cccc(F)c3)cn2)C1 (configuration not stated)	2	5
Cc1ccccc1OCCn1c(CO)nc2ccccc21	-1	3
COc1ccc(S(=O)(=O)N(CC(=O)Nc2cccnc2)c2ccc(C)cc2)cc1	-5	2
O=C(NC(=O)N1CCCC1)C1CCN(c2cnc3ccccc3n2)CC1	-8	.
O=C(NCCOc1ccc(-c2ccco2)nn1)c1cccs1	4	-6
CN1CCN(C2=NS(=O)(=O)c3ccccc32)CC1	-1	0
Cc1csc(NC(=O)c2sc3nc(-c4cccc([N+](=O)[O-])c4)cn3c2C)n1	-1	11

Looked up above.
Reading for O=C(c1cc(F)ccc1Cl)N1CCc2nc(-c3ccccc3)ncc2C1 in Pf apPOL block: 0
Reading for CN1CCN(C2=NS(=O)(=O)c3ccccc32)CC1 in mHTT-CaM PPI inh: 0
Reading for COCCc1noc(COC2CCN(C(=O)c3cc(C)[nH]n3)CC2)n1 in mHTT-CaM PPI inh: -1

3 compounds from above, arranged by count of non-hydrogen atoms, smallest number first:
SMILES	Pf apPOL block	mHTT-CaM PPI inh
O=C(NCCOc1ccc(-c2ccco2)nn1)c1cccs1	4	-6
O=C(NC(=O)N1CCCC1)C1CCN(c2cnc3ccccc3n2)CC1	-8	.
O=C(NCCCN1CCOCC1)C1CCCN(c2ncc(-c3cccc(F)c3)cn2)C1 (configuration not stated)	2	5

The list continues:
SMILES	Pf apPOL block	mHTT-CaM PPI inh
Cc1ccc(C(=O)NCCCc2ccccc2)o1	-2	-2
COc1cc(C(=O)Nc2ccc3c(=O)cc(-c4ccc(C(C)(C)C)cc4)oc3c2)cc(OC)c1OC	-7	-2
O=C1CC(c2noc(CCc3ccccc3)n2)CN1Cc1ccccc1 (configuration not stated)	1	8
COc1cc2nc(-c3ccc([N+](=O)[O-])c(C)c3)oc(=O)c2cc1OC	-4	-6
CCn1c(N2CCCC(C(=O)NCCCOC)C2)cc(=O)n(C)c1=O (configuration not stated)	5	2
CCN(CC)c1nc2cc(C(=O)OC)ccc2c(=O)n1Cc1ccc(F)cc1	-1	-25
COc1ccc(NC(=O)c2cc(S(=O)(=O)NCCc3ccc(Cl)cc3)ccc2F)cc1	-6	20
CCN1c2ccc(C)cc2C(=O)NC12CCN(C(=O)c1cc(C)cc(C)c1)CC2	1	-8
CCCCNC(=O)O[C@@H]1C[C@@H]2CCN3C(=O)CCC[C@H]([C@H]1CC)[C@H]23	-12	1
CCc1cccc(CC)c1NS(C)(=O)=O	-5	0
CC/C(=C(\c1ccccc1)c1ccc(OCCN(C)C)cc1)c1ccccc1	20&0	.
CC12CC(=O)C(C)(C1)C1C(=O)N(c3ccccc3Cl)C(=O)C12 (configuration not stated)	4	1
Cc1cccc(C(=O)Nc2ccc(S(=O)(=O)N3CCCCC3C)cc2)c1 (configuration not stated)	-4	-7
COc1ccc(-c2ccccc2)cc1NCc1ccc2c(c1)OCO2	-2	57*
CC(C)OCCCNC(=O)c1ccc2c(c1)NC(=O)C(N1CCOCC1)S2 (configuration not stated)	-13	5
Cn1cccc1C1(C(F)(F)F)NCCNC1=O (configuration not stated)	.	1
COc1cccc(/C=c2\sc3ncnn3c2=O)c1OC	6	0
COc1cccc2cc(C(=O)NCC3(O)CCc4ccccc43)oc12 (configuration not stated)	-12	-7
CC(C)(C)c1ccc(C2=N/C(=C\c3ccco3)C(=O)O2)cc1	-1	4
COc1ccc(NC(=O)c2cc(C(C)C)n3nccc3n2)cc1	2	-6
COc1ccccc1C(=O)N1CCc2c(c(-c3nc(-c4cccc(F)c4)no3)nn2C)C1	-4	-5
CCOC(=O)N1CCN(Cc2cccc(Cl)c2)CC1	-9	-4
CC1CC(=O)Nc2ccccc2N1S(=O)(=O)c1ccc(-c2cc(C(F)(F)F)on2)s1 (configuration not stated)	7	.
Cc1cc(=O)c(OCc2ccccc2F)cn1CC(=O)NCC1CCCO1 (configuration not stated)	0	-18
COc1cc(C(=O)Nc2ccc(S(=O)(=O)N3CCc4ccccc43)cc2)cc(OC)c1OC	-10	8
CCOc1cccc2cc(-c3cc(=O)oc4cc5c(cc34)OCO5)oc12	26	5
CCC(CO)NC(=O)C(=O)Nc1ccccc1Cl (configuration not stated)	-8	-11
CN(C)c1ccc(C2C(S(=O)(=O)NCc3ccccc3)CON2C)cc1 (configuration not stated)	-5	18
O=C(O)c1cc2c(s1)CCC2	.	-3
O=C(COc1ccc(Cl)cc1)Nc1nnc(SCC(=O)NC2CCCC2)s1	-4	-19

The last two records of the section before lead into the next:
SMILES	Pf apPOL block	mHTT-CaM PPI inh
O=C(O)c1cc2c(s1)CCC2	.	-3
O=C(COc1ccc(Cl)cc1)Nc1nnc(SCC(=O)NC2CCCC2)s1	-4	-19
O=C(Nc1ccc(-c2cnco2)cc1)C1CC1	-8	.
CC(C)(C)NS(=O)(=O)c1cccc([N+](=O)[O-])c1	-5	-5
Cc1cccc(CN2CCCn3nc(C(=O)NCCC(C)C)cc3C2=O)c1	1	5
O=C(O)c1cccc(N=Cc2cc(Br)cc(Cl)c2O)c1	-2	11
O=C(O)c1ccc(NC(=O)C2CCCCC2)cc1	-9	3
CCOC(=O)CN1C(=O)S/C(=C/c2ccc(Cl)s2)C1=O	.	26
COc1ccc(CCCC(=O)Nc2cccc([N+](=O)[O-])c2)cc1	-13	3
CCOc1ccc(-n2c(=O)c3sccc3n(CC(=O)N(CC)Cc3ccccc3)c2=O)cc1	-6	22
Cn1nc(-c2nc(-c3cccc(F)c3)no2)c2c1CCN(C(=O)c1ccncc1)C2	-3	1
CCCNc1nc(Cl)nc(NCc2cccnc2)n1	3	8

Reformatted: six of the compounds above.
Below each compound – Pf apPOL block	mHTT-CaM PPI inh
> CC(C)(C)c1ccc(C2=N/C(=C\c3ccco3)C(=O)O2)cc1
→ -1	4
> COc1ccc(NC(=O)c2cc(C(C)C)n3nccc3n2)cc1
→ 2	-6
> COc1ccccc1C(=O)N1CCc2c(c(-c3nc(-c4cccc(F)c4)no3)nn2C)C1
→ -4	-5
> CCOC(=O)N1CCN(Cc2cccc(Cl)c2)CC1
→ -9	-4
> CC1CC(=O)Nc2ccccc2N1S(=O)(=O)c1ccc(-c2cc(C(F)(F)F)on2)s1 (configuration not stated)
→ 7	.
> Cc1cc(=O)c(OCc2ccccc2F)cn1CC(=O)NCC1CCCO1 (configuration not stated)
→ 0	-18

Later entries
SMILES	Pf apPOL block	mHTT-CaM PPI inh
COc1ccc(CCNC(=O)C2C3C=CC(C3)C2C(=O)O)cc1 (configuration not stated)	-10	3
Cc1c(C(=O)NC(=O)Nc2ccccc2C(F)(F)F)c(Cl)nc(Cl)c1[N+](=O)[O-]	-2	2
CCCNC(=O)C1CCc2nc(N3CCN(C(=O)C(C)C)CC3)sc2C1 (configuration not stated)	1	1
O=C1CCCN2N=C(SCC(=O)Nc3nccs3)SC2=N1	-3	2
O=[N+]([O-])c1ccc(N2CCN(Cc3ccccc3)CC2)c(S(=O)(=O)N2CCCC2)c1	-7	10
CC(CCc1ccccc1)NC(=O)CN1C(=O)c2ccccc2C1=O (configuration not stated)	-9	0
COc1ccc(CC(=O)Nc2ccc(Nc3cc(OC)nc(C)n3)cc2)cc1	-3	8
CC(C)n1ncc(C(N)=O)c1N	.	-6
O=C(Nc1ccc(F)c(Cl)c1)c1cc(S(=O)(=O)N2CCc3ccccc3C2)ccc1F	-10	0
CCOc1ccc(-c2nnc(NC(=O)CSCc3ccccc3)s2)cc1	-1	-2
O=C(c1cccs1)N(CC1CCCO1)c1nc2ccc(OC(F)(F)F)cc2s1 (configuration not stated)	-2	-5
COc1ccc(/C=C2N=C(/C=C/c3ccc(Cl)cc3)OC/2=O)cc1OC	-5	9
COc1cc2c(cc1OC)CN(Cc1cc(OC)c(OC)cc1[N+](=O)[O-])CC2	0	27
COc1cccc(C(=O)N2CCN(c3ccc([N+](=O)[O-])c(NC4CC4)c3)CC2)c1	-7	38
CC(=O)c1cccc(NC(=O)c2noc3c2CC(C)CC3)c1 (configuration not stated)	-1	-3
Cc1cc(CN=C(N)NC(N)=S)c(C)cc1CN=C(N)NC(N)=S	14	.
c1ccc(-c2ccnc3c2ccc2c(-c4ccccc4)ccnc23)cc1	-8	.
COc1cccc(C2=NN(C(=O)CN3CCOCC3)C(c3ccccc3F)C2)c1 (configuration not stated)	0	29
Cc1ccc(CCCC(=O)Nc2ccc(C(=O)N(C)C)cc2)cc1	-17	-5
Cc1ccc(C)c(NC(NC(=O)c2ccccc2[N+](=O)[O-])C(Cl)(Cl)Cl)c1 (configuration not stated)	7	27
Cc1cc(C2CCCN2C(=O)c2cc3nc(C4CC4)cc(C(F)(F)F)n3n2)on1 (configuration not stated)	7	-5
C=CCNC(=O)Cc1ccccc1OC	2	2
COc1cccc(CNC(=O)C2c3ccccc3CC(=O)N2C(C)C)c1OC (configuration not stated)	-2	-5
Cc1cccc(CS(=O)(=O)NCCCN2CCN(c3ccccc3)CC2)c1	5	-9
CN(C)c1ncccc1C(=O)Nc1ccc(F)cc1	5	2
COc1ccc(CN2C(=O)C3C(c4ccccc4)OC4(C(=O)c5ccccc5C4=O)C3C2=O)cc1 (configuration not stated)	-12&-2	9&14
CCN1CCCC1CNC(=O)c1cnn2c3c(cnc12)CCCCCC3 (configuration not stated)	0	3
Cc1cc(Br)c(O)c(C=NCCNC(=O)c2nonc2N)c1	-31	15
Cc1ccc(N(Cc2ccc(C(=O)Nc3cccc(F)c3)cc2)S(C)(=O)=O)cc1C	-8	-10
NC(=O)c1ccccc1NC(=O)c1sc2ccccc2c1Cl	-13	-6
O=C(C1CC(c2ccccc2F)=NO1)N1CCOCC1 (configuration not stated)	-2	-3
Cc1cc(C)c(NS(=O)(=O)Cc2ccccc2)c(C)c1	-3	6
O=S(=O)(c1ccc(F)cc1F)N1CCc2nc(-c3ccccc3)sc2C1	1	-2
O=C(Nc1ccc(S(=O)(=O)N2CCCCC2)cc1)c1ccco1	-6	-2
CCCC1=NN2C(=N)/C(=C/c3ccc(N(CC)CC)cc3)C(=O)N=C2S1	-4	-1
COc1ccccc1C1C2=C(CCCC2=O)Nc2nc(SC)nn21 (configuration not stated)	-3	-6
CSc1nnc2c(n1)OC(c1cccc(Br)c1)Nc1ccccc1-2 (configuration not stated)	-2	0
O=C(OCc1ccccc1)c1ccc(Sc2ccc(C(=O)OCc3ccccc3)cc2)cc1	0	.
COc1ccc(CN2CC[C@H]3C=CC[C@@H](C(=O)O)[C@H]3C2=O)cc1OC	-2	3
COc1ccc(Cl)cc1NC(=O)CSc1n[nH]c(C)c1[N+](=O)[O-]	0	-1

Only part of the results is shown, so the mix of outcomes need not match the whole.
